CHO-K1 Ca antag = M1 antagonist counterscreen hit in parental CHO-K1 cells. 0.6% of 360,000 active. ATP-induced calcium, Fluo-8 fluorescence. inhibition, % at 3 µM;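 active = inhibition above a per-plate cutoff, the plate's mean sample inhibition plus 3 SD, cut at about 24% in these data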;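 also: 0% = DMSO plus EC80 ATP and 100% = DMSO alone without ATP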
TAAR1 antag = human TAAR1 antagonism. AID 624466. 1.5% of 360,000 active. Q96RJ0. CHO RD-HGA16 TAAR1, Fluo-8 calcium fluorescence, antagonist. inhibition, % at 3 µM;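 active = inhibition above a per-plate cutoff, the mean inhibition of test compounds on that plate plus 3 SD, cut at about 49% in these data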;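 also: 0% = DMSO plus EC80 beta-PEA response and 100% = DMSO alone without agonist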
Target sequence (Q96RJ0 whole entry, looked up): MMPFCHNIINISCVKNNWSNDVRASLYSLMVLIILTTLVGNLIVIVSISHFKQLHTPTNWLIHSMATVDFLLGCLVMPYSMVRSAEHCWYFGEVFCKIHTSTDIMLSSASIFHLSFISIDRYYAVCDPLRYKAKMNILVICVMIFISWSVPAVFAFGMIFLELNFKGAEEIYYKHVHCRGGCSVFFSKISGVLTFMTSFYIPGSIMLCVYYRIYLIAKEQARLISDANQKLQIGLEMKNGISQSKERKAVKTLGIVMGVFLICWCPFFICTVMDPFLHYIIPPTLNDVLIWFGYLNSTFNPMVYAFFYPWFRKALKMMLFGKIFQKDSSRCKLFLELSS
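System: RD-HGA16 CHO cells with stable hTAAR1 and Gα16 | Probe or stimulus: EC80 β-phenethylamine stimulus | Dosing: 3 µM, single point | Times: Dye loading 75 min at 37 °C, then 30 min room temperature | Measured by: Fluo-8 calcium-sensitive fluorescence | Read-out basis: % inhibition of agonist calcium response | Replicates: n of 1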
V1aR counter = activates human V1a receptor in oxytocin agonist counter-screen | CHO-V1R cells, Fluo-8 calcium fluorescence, agonist mode; 0% DMSO, 100% 3 nM vasopressin | P37288 | 0.25% of 320,000 active | activation, % at 3 µM;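 active = activation above the mean activation of all tested compounds plus 3 SD, per screening run, cut at about 20% in these data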;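 also: signal is peak over basal fluorescence ratio across a 100 second FLIPR read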
Target sequence (P37288 whole entry, looked up): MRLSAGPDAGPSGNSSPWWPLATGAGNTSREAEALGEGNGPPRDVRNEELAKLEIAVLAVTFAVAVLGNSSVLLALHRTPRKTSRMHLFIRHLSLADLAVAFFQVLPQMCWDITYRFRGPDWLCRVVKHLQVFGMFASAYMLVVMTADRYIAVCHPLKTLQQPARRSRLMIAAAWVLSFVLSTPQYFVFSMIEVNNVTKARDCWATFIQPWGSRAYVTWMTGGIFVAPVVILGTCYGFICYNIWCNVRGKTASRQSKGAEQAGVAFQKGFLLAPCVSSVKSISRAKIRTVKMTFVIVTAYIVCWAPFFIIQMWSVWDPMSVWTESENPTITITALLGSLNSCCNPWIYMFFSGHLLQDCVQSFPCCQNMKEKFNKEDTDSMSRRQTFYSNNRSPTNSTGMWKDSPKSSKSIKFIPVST
OXTR potentiator = potentiates the human oxytocin receptor response; P30559; CHO-OTR cells, Fluo-8 calcium fluorescence, potentiator mode; 0% = oxytocin EC15, 100% = EC100; activation, % at 3 µM; 0.061% of 320,000 active; AID 2445;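 active = activation above that plate's cutoff, the mean activation of tested compounds plus 3 SD, cut at about 6.6% in these data, passing the limit was not always enough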;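 also: 100% uses oxytocin at 75 nM as the full agonist control; some results filed as inactive read as strong as hits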
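Measured by – Fluo-8 calcium dye fluorescence · Test system – human OTR in CHO cells · Dosing – one concentration, 3.0 µM compound · Controls – EC15 oxytocin alone as 0%, 75 nM oxytocin as 100% · Evaluation – normalized max/min fluorescence ratio, % activation · Timing – 6 min pre-incubation, 100 s read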
CHO-K1 Ca PAM = M1 PAM counterscreen hit in parental CHO-K1 cells; ATP EC20, Fluo-8 calcium fluorescence; 0% at ATP EC20, 100% at ATP max; activation, % at 3 µM; 0.02% of 360,000 active;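 active = activation above the run cutoff, the mean activation of all test compounds plus 3 SD, cut at about 40% in these data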;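 also: peak over basal fluorescence ratio in a 140 s read after ATP addition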
CHO parental Ca = counter-screen: ATP calcium response change in parental CHO cells; parental CHO-K1, ATP-induced calcium, Fluo-8 fluorescence; inhibition, % at 5.6 µM; 0.63% of 330,000 active; AID 463079;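 active = inhibition above that plate's mean sample inhibition plus 3 SD, cut at about 26% in these data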;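 also: 0% = ATP-challenged DMSO wells and 100% = DMSO wells without ATP; some compounds past the cut are filed as inactive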
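Assay system: parental CHO cells; Read-out basis: percent inhibition of ATP-evoked calcium rise, normalized to controls; Benchmarks: ATP and no-ATP DMSO wells; Compound dosing: single nominal dose of 5.6 µM per compound; Signal: Fluo-8 calcium dye fluorescence; Also added: ATP as calcium-mobilizing challenge; Repeats: singlicate.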
OXTR agonist = agonists of human oxytocin receptor; activation, % at 3 µM; 0.32% of 320,000 active; CHO-OTR cells, Fluo-8 calcium fluorescence; normalized: DMSO 0%, oxytocin 100%; P30559;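 active = activation above the mean of all tested compounds plus 3 SD, cutoff set per screening run, cut at about 20% in these data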;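 also: peak over basal fluorescence ratio from a 100 s FLIPR kinetic read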
GPR7 antagonist = blocks human GPR7 receptor signaling. P48145. GPR7-expressing cells, fluorescence antagonist assay. inhibition, % at 4.4 µM. 1.1% of 290,000 active; in the data active = inhibition above about 16%, passing the limit was not always enough;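 also: cells stimulated with the agonist NPW; 0% = agonist with vehicle and 100% = vehicle without agonist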
Target sequence (P48145 whole entry, looked up): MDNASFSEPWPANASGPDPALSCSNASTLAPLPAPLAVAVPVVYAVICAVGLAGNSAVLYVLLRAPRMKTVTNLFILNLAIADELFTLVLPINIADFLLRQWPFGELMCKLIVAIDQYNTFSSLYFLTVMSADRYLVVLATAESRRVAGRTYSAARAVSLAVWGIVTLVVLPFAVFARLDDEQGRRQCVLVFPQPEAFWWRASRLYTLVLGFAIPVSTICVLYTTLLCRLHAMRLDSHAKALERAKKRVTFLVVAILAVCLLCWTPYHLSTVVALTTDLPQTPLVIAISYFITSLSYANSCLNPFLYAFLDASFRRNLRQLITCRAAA
M1 ag parental = counter-screen for M1 agonists: effect in parental CHO-K1 cells | 0.48% of 360,000 active | activation, % at 3 µM | Fluo-8 calcium fluorescence; scaled to maximal ATP response, vehicle zero; in the data active = activation above about 15%;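 also: untransfected CHO-K1 host cells lacking M1 receptor as counterscreen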
* = called active by the depositor; . = no result given. This is a random part of the collection, and some 3.5% of all compounds hit somewhere here.

SMILES | CHO-K1 Ca antag | TAAR1 antag | V1aR counter | OXTR potentiator | CHO-K1 Ca PAM | CHO parental Ca | OXTR agonist | GPR7 antagonist | M1 ag parental
Cc1c(C(=O)NCCCN2CCOCC2)oc2c1C1(CCC2)SCCS1 | -12 | 4 | 1.0 | -2 | 21 | 7 | 1.3 | -3 | 0.5
NC(Cc1ccc(Cl)cc1)c1csc(Nc2ccc(C(=O)NCCCO)cn2)n1 (stereo unspecified) | -3 | -10 | . | . | -2 | . | . | . | 0.1
COc1ccc(C2=NN(C(=O)CSc3nc(=O)n4cc(C)ccc4n3)C(c3ccc(C)cc3)C2)cc1 (stereo unspecified) | 14 | -9 | -0.5 | -3 | -14 | -8 | -1.2 | . | -0.1
COc1ccc(-c2ccc(C(=O)Nc3cc(OC)c(OC)c(OC)c3)c3occc23)c(C)c1 | -3 | 61* | . | . | 3 | . | . | . | 0.5
CCn1c(=O)c(=O)[nH]c2cc(C(=O)N(C)Cc3ccc(OC)c(F)c3)ccc21 | -10 | -22 | 0.0 | 2 | 1 | -5 | 0.9 | 2 | -0.1
CCOC(=O)C1C2C=CC3(CN(c4ccc(Cl)c(F)c4)C(=O)C13)O2 (stereo unspecified) | 6 | -15 | -0.1 | 10 | 10 | -12 | 0.8 | 4 | 0.7
C/C(=N/NC(=O)c1ccccc1)C1=C(O)CC(C)(C)CC1=O | -7 | 6 | -0.1 | 0 | 23 | 2 | -0.3 | -12 | 0.2
O=C(N/N=C/c1ccc2c(c1)OCO2)c1ccc(NC(=O)c2ccc(F)cc2)cc1 | -2 | -1 | 0.8 | -3 | -16 | 7 | 0.1 | -13 | 1.7
CCOc1cc(/C=N/NC(=O)C(=O)N/N=C/c2ccc(O)c(OCC)c2)ccc1O | 2 | 48 | -0.5 | -13 | 7 | 8 | -1.0 | 14 | 3.8
O=C(O)c1cccc(NS(=O)(=O)c2ccc3nnn(O)c3c2)c1 | -4 | -7 | -0.2 | -5 | 9 | -10 | -0.2 | -15 | -0.3
Cc1c(-c2cc(C(=O)O)c3ccccc3n2)cnn1C | -3 | -18 | 0.4 | 0 | -12 | -4 | 0.1 | -2 | 0.1
COc1ccc(/C=N/NC(=O)CCn2cnc(-c3ccccc3)c2-c2ccccc2)cc1 | -25 | -6 | -0.7 | 4 | 31 | -25 | -1.0 | 4 | 0.8
Cc1ccsc1/C=N/NC(=O)Cc1ccc(Cl)cc1 | -7 | 2 | 0.1 | -9 | -8 | -14 | 1.1 | -7 | 0.8
Cc1nnsc1C(=O)NC1CCCc2c1cnn2-c1ccc(F)cc1F (stereo unspecified) | 15 | -2 | 7.9 | -10 | -14 | 21 | 8.7 | 5 | 10
CC(=O)Nc1ccc(S(=O)(=O)N2CCC(N3CCCC3)CC2)cc1 | -10 | -12 | 1.3 | 7 | 24 | -6 | 0.4 | -8 | 0.2
O=C(NCc1ccncc1)NC1CCCCC1 | -6 | -4 | 0.1 | -7 | 5 | -6 | 1.2 | 0 | -0.2
O=C1[C@H]2[C@@H]3CCN1CCC[C@@H]2C=C[C@@H]3c1ccc(Br)cc1 | 0 | -12 | . | . | -14 | . | . | . | 4.2
COc1cc(O)c(C(CCN2CCCC(C)C2)c2cc(OC)c(OC)c(OC)c2)c(OC)c1 (stereo unspecified) | -13 | -1 | 1.1 | -4 | 7 | -22 | 1.2 | . | 0.8
COc1ccccc1C(=O)N1CCN(c2nc3cc(C)c(C)cc3cc2C#N)CC1 | -2 | 25 | 4.0 | -17 | 8 | 4 | 1.0 | 1 | 1.4
CCn1nc(NS(=O)(=O)c2ccccc2)c2cc3ccccc3nc21 | -7 | -18 | 0.4 | 0 | 12 | -10 | -0.3 | -7 | 0.9
Cc1ccccc1S(=O)(=O)Cc1ccc(C(=O)NCc2cccs2)o1 | 16 | -15 | 2.4 | -12 | -7 | -6 | 2.1 | -2 | 0.7
COc1ccc(CN2CCC(n3nccc3NC(=O)C3CC3)CC2)c(Cl)c1OC | -13 | 5 | 1.3 | 2 | 16 | -5 | 0.9 | 4 | 0.1
Cc1ccc(C)c(OCc2cc(C(=O)N3C[C@@H](C)O[C@@H](C)C3)no2)c1 | 7 | -8 | 6.5 | -12 | -10 | -8 | 5.0 | -2 | 4.9
CC(C)Sc1nnc(-c2ccc(S(=O)(=O)N3CCOCC3)cc2)n1C | 1 | -15 | 1.7 | -7 | 15 | 0 | 0.2 | 6 | 0.6
CC(C)(C)c1ccc(C(=O)O[C@H]2[C@H](Cc3ccccc3)NS(=O)(=O)[C@H]3C[C@@H]4C=C[C@]23O4)cc1 | -11 | -11 | 1.1 | 1 | -5 | -29 | 0.2 | . | 0.3
O=C(COC(=O)c1cccnc1Cl)NCCCc1ccccc1 | 12 | 8 | 0.4 | 2 | -15 | -18 | 0.8 | . | 0.3
COc1ccc(N(CC(=O)NCCc2ccccc2)C(=O)c2csnn2)cc1 | -16 | 10 | -0.3 | -11 | -10 | -11 | 0.5 | 0 | 0.4
Cc1ccc(-c2cc(C(=O)OCC(=O)NC3CC3)c3ccccc3n2)cc1 | -16 | 14 | -0.8 | -4 | 9 | -31 | -1.9 | . | 0.6
Cc1cc(C(=O)O)cc(S(=O)(=O)N2CCOCC2)c1C | -12 | 5 | 0.7 | -9 | 20 | -1 | 1.0 | -15 | 0.3
O=c1c2cccnc2[nH]c(=S)n1CCCN1CCN(c2ccc(F)cc2)CC1 | -6 | -1 | 0.2 | -17 | -6 | -13 | 0.6 | 0 | 1.2
COc1ccc(NC(=O)N2CCCC(c3nc(-c4ccc(OC)cc4)no3)C2)cc1 (stereo unspecified) | 18 | -5 | 4.6 | -9 | -11 | -9 | 1.9 | 10 | 2.3
CC(C)CC(NC(=O)OC(C)(C)C)c1cn([C@@H](Cc2ccc(O)cc2)C(=O)N2CCN(C(=O)OC(C)(C)C)CC2)nn1 (stereo partly specified) | -5 | 6 | -0.4 | -19 | -9 | -16 | -0.3 | -11 | 0.1
Cc1ccc(C(=O)/C=C/NNC(=O)c2ccccc2O)cc1 | -7 | 10 | 0.6 | -11 | 25 | -21 | -0.7 | -3 | 1.4
CC(C)C(=O)N1CCN(c2nc(-c3ccc(Cl)cc3)cs2)CC1 | -3 | -22 | 2.1 | 1 | 9 | -21 | -1.2 | 4 | 4.6
NNc1nc2c(-c3cccc(C(F)(F)F)c3)nnn2c2ccccc12 | -10 | 17 | . | . | -1 | . | . | 0 | 1.1
CC(=O)c1ccc2c(c1)c1ccccc1n2CC(C)C | -16 | 1 | -1.3 | -4 | 22 | -28 | -2.0 | -6 | 0.3
CCCCNS(=O)(=O)c1ccc2nc(-c3cccs3)cc(C(=O)NCC(OC)OC)c2c1 | . | . | 2.1 | -11 | . | -9 | -1.4 | -11 | .
COc1ccc(Nc2cc(C)nc(NCc3ccccc3)n2)cc1 | 14 | -6 | 8.9 | -9 | -2 | 16 | 16 | 4 | 9.5
Cc1ccc2nc(NCCCO)nc(-c3ccccc3)c2c1 | -7 | 9 | 1.2 | -11 | 12 | -19 | 0.6 | -13 | 0.3
O=C(NC1CCCC1)c1ccc(COCC(F)(F)F)o1 | -5 | -1 | -0.1 | -1 | -5 | 0 | -0.8 | -14 | -0.2
O=C(OCC(=O)N1CCCC1)c1cc(Cl)ccc1Cl | 12 | 3 | 0.5 | -11 | -8 | -2 | 0.6 | 1 | -0.4
O=C(N[C@@H](Cc1ccccc1)C(=O)N[C@@H](Cc1ccccc1)C(=O)O)OCc1ccccc1 | -10 | 6 | 1.0 | -2 | 6 | -11 | -0.6 | . | 0.1
CN(CC(=O)O)Cc1oc(CO)cc(=O)c1O | -3 | -13 | . | . | -7 | . | . | . | -0.3
Cc1ccccc1NC(=O)Cc1ccccc1 | 14 | -16 | 0.4 | -7 | 5 | -4 | -0.3 | -5 | 2.5
CNC(=O)COC(=O)/C=C/c1cn(-c2ccccc2)nc1-c1ccc(C)o1 | -2 | 35 | 1.0 | -4 | 10 | -30 | 1.5 | -9 | 5.9
CCC(C)(C)NC(=O)c1cc(S(=O)(=O)N2CCc3ccccc32)cn1C | 7 | -1 | 3.3 | -4 | 18 | -1 | -0.2 | 21* | 1.5
CCN(C[C@H]1N[C@@](CC)(C(=O)OC)[C@H]2C(=O)N(Cc3ccccc3)C(=O)[C@@H]12)C(=O)COC | -13 | -13 | 0.7 | -2 | 18 | -7 | 1.8 | . | -0.3
O=C(O)c1ccc(NC(=O)c2ccc3c(c2)C(=O)N(CC2CCCO2)C3=O)cc1 (stereo unspecified) | -10 | -14 | -0.6 | -3 | -2 | -5 | -0.4 | -1 | 0.9

Brought forward from above: two compounds; new compounds follow.
SMILES | CHO-K1 Ca antag | TAAR1 antag | V1aR counter | OXTR potentiator | CHO-K1 Ca PAM | CHO parental Ca | OXTR agonist | GPR7 antagonist | M1 ag parental
CCN(C[C@H]1N[C@@](CC)(C(=O)OC)[C@H]2C(=O)N(Cc3ccccc3)C(=O)[C@@H]12)C(=O)COC | -13 | -13 | 0.7 | -2 | 18 | -7 | 1.8 | . | -0.3
O=C(O)c1ccc(NC(=O)c2ccc3c(c2)C(=O)N(CC2CCCO2)C3=O)cc1 (stereo unspecified) | -10 | -14 | -0.6 | -3 | -2 | -5 | -0.4 | -1 | 0.9
COc1ccc2nc(NCCCO)[nH]c2c1 | 6 | 5 | 1.0 | -2 | -7 | 3 | 0.1 | -8 | -0.2
CC(C)Cc1nc2sc3c(c2c(=O)n1N)CC(C)(C)OC3 | -2 | 0 | 7.9 | -9 | -9 | 12 | 18 | 4 | 7.3
COc1cccc(S(=O)(=O)N(C)C[C@H]2Oc3cc(Br)ccc3S(=O)(=O)N([C@@H](C)CO)C[C@H]2C)c1 | 11 | 9 | . | . | -1 | . | . | . | 2.2
O=C1CCCC2=C1C(c1ccccc1)n1c(s/c(=C/c3cccc(F)c3)c1=O)=N2 (stereo unspecified) | 5 | -15 | 0.9 | -5 | 14 | -4 | 1.0 | 2 | 0.4
COc1ccccc1C(=O)NC(CCSC)C(=O)OCC(=O)c1ccc[nH]1 (stereo unspecified) | -10 | 7 | -0.1 | -8 | 28 | -13 | -0.5 | -7 | 2.1
COc1ccc(-n2c(O)c(Cc3ccccc3)c(=O)n3nc(-c4ccccc4)c(=O)cc23)cc1 | -17 | -1 | -0.3 | -6 | 25 | -2 | -0.1 | -13 | -0.1
CC(=O)c1cccc(-c2ccnc3c2CC(C(=O)NCCc2ccccc2)O3)c1 (stereo unspecified) | -13 | -18 | . | . | 22 | . | . | . | 1.6
COc1cccc(NC(=O)c2nc3nc(C)cc(C(F)F)n3n2)c1 | -8 | 5 | -0.4 | 0 | 20 | -6 | -0.3 | -9 | 0.4
COC(=O)c1ccn(CSc2c(F)c(F)cc(F)c2F)n1 | -11 | 0 | 0.3 | 9 | 13 | -5 | 2.0 | . | -0.1
O=S(=O)(NC1CCCC1)c1ccc(S(=O)(=O)N2CCN(c3ccccc3)CC2)cc1 | 5 | 6 | -0.7 | 0 | 9 | -12 | -1.2 | -8 | 0.0

From PubChem BioAssay
